EWS-Fli block – EWS/Fli-driven NR0B1 reporter inhibitors, primary screen, A673 cells, NR0B1 luciferase, luminescence, MLPCN library. AID 651661, 2012. hit rate 0.67% among 350,000. inhibition, % at 12.6 µM. viability-normalised;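 active means mean inhibition of at least 50% after viability correction, with every replicate also passing that limit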;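 further: firefly luciferase signal divided by Alamar Blue viability fluorescence both relative to DMSO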
F508del corr – F508del CFTR correction, initial screen, CFBE line, single point. CFBE cells, YFP halide quenching; stimulated with forskolin plus potentiator P3; % fluorescence drop versus neutral controls. activity (quench increase), % at 7.58 µM. hit rate 0.36% among 350,000;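 active means mean added fluorescence quench of at least 8% versus neutral control, with both replicates also reaching 8%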;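 further: cells transiently co-express mutant CFTR-F508del with the halide-sensitive YFP; corrector assay measuring rescue of mutant channel to the surface after 24 h compound exposure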
INS-1E GSIS act – GLuc luminescence reporter in INS-1E cells, primary screen for activators of glucose-dependent secretion of insulin. activation, % at 16.6 µM. INS-1E GLuc reporter insulin secretion, 2-3 h. hit rate 0.61% among 370,000;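 active means lowest replicate activation of at least 40%, so every replicate reaches that level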;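 further: 0% = median of neutral control wells and 100% = median of IBMX positive control wells; some compounds called inactive have numbers as strong as hits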
FN deposition inh – inhibitors of fibronectin matrix deposition, primary screen, AH1F cells, Alexa488-fibronectin fluorescence, plate reader; hit rate 0.086% among 350,000; inhibition, % at 12.6 µM; AH1F fibroblasts, overnight;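 active means mean inhibition across replicates of 30% or more, regardless of how many single replicates reach that level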;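 further: positive control wells lacked labelled fibronectin entirely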
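Measured by – fluorescence 485/525 nm · System – AH1F fibroblast monolayer, labelled fibronectin deposition · Amount – 10000 cells per well · Buffer or medium – serum-reduced DMEM (2% serum) · Doses – single dose, pinned · Also added – fluorescent fibronectin at 24 nM final · Schedule – 1 h cell attachment, overnight exposure to compound and label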
DENV2 CPE rescue – inhibitors of DENV2 cytopathic effect, primary screen, cell-based, plate reader, single concentration; hit rate 1.7% among 350,000; DENV2-infected cells, cytopathic effect rescue; CPE inhibition, % at 9.99 µM; AID 651640, 2012; in the data active means CPE inhibition above about 20%, passing the limit was not always enough; tested in BHK-21 cells;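 further: 0% = median of neutral control wells and 100% = median of positive control wells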
PAX8 reporter – inhibitors of PAX8-driven TPO luciferase reporter, primary screen, RMG-I cells, single concentration | inhibition, % at 12.6 µM | hit rate 1.2% among 360,000 | SteadyGlo, 24 h;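 active means mean replicate inhibition at least 60% with every replicate also reaching 60%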;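 further: luciferase light reporting Pax8 driven TPO promoter activity; plate controls were median of neutral control wells for no effect and mitoxantrone controls for full effect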
miR122 inh – miR-122 Renilla sensor signal increase in Huh7, primary screen, miR-122 inhibitor project, cell-based, single point, plate reader | Huh7 miR-122 Renilla luciferase sensor, 48 h; neutral wells = 0, positive control = 100 | activation (reporter increase), % at 12.5 µM | hit rate 0.3% among 340,000;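 active means mean replicate activation score at least 90 and every replicate individually at or above 90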;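 further: higher luciferase means less miR-122 activity so hits act as miR-122 inhibitors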
* hit, by the source's call; · = not tested or not shown; & = joins results of further samples; [ ] = remark or other dose. Rows were taken by chance. About 3.9% of those tested had a hit in this group.

SMILES	EWS-Fli block	F508del corr	INS-1E GSIS act	FN deposition inh	DENV2 CPE rescue	PAX8 reporter	miR122 inh
C[C@H](CO)N1C[C@H](C)[C@@H](CN(C)CC2CC2)Oc2ccc(NC(=O)Nc3cccc4ccccc34)cc2CC1=O	-5	-1.0	-10	15	-1	·	-9[16.7 µM]
CC(=O)c1ccc(N2C(=NC(=O)C3CCCO3)SC3CS(=O)(=O)CC32)cc1 (configuration not stated)	3	-0.7	-19	9	3	-9	-4
O=C(Cc1ccc([N+](=O)[O-])cc1)N1N=C(C2CC2)CC1(O)C(F)(F)F (configuration not stated)	8	-0.7	-24	-22	0	2	·
COc1ccc([C@H]2CC(=O)C=C(c3cc4ccccc4s3)C2)cc1OC	3	-4.6	8	-8	-5	-4	-4
O=C(COc1ccccc1)OCC(=O)c1ccc(S(=O)(=O)N2CCCCC2)cc1	2	0.7	7	0	-5	7	1
COc1ccc(OC2OC3COC(c4ccco4)OC3C(O)C2NC(C)=O)cc1 (configuration not stated)	-9	1.3	22	4	-1	-10	·
O=C(NC1CCCC1)C(c1ccccc1)N(C(=O)c1csnn1)C1CCCC1 (configuration not stated)	1	-0.1	2	-3	-5	15	0
COCCNC(=O)C[C@H]1CC[C@@H]2[C@@H](COc3ccc(NS(=O)(=O)c4ccc(Cl)cc4)cc3C(=O)N2C)O1	3	3.3	8	-11	-13	1	-35[16.7 µM]
C[C@@H]1CN=C2N(CCNC(=O)CCC3CCCCC3)[C@H](Cc3ccc(O)cc3)CN21	2	2.1	-13	-13	1	8	1
O=C(COc1ccc(Cl)cc1Cl)OCn1nnc2ccccc2c1=O	·	·	·	-2	·	-6	5
COc1cc(C2NC(=S)NC3=C2C(=O)CCC3)ccc1O (configuration not stated)	-6	0.0	6	6	1	3	·
CC(C)C(=O)Nc1ccccc1-c1nc2ccccc2[nH]c1=O	10	3.1	6	-5	-3	3	-1
CCCNC(=O)NC[C@H]1[C@H](c2ccc(C3=CCCC3)cc2)[C@H](CO)N1C(C)=O	6	2.0	-7	-5	-1	5	-21[16.7 µM]
COc1ccc(OC)c(NC(=O)NNC(=O)COc2ccc(F)cc2F)c1	-8	2.5	-7	·	2	4	·
O=C(N[C@@H]1C=C[C@@H](CC(=O)N2CCC(Cc3ccccc3)CC2)O[C@@H]1CO)c1cnccn1	·	0.4	1	-11	2	·	·

Fetched one by one from the entries so far (6):
SMILES	EWS-Fli block	F508del corr	INS-1E GSIS act	FN deposition inh	DENV2 CPE rescue	PAX8 reporter	miR122 inh
COc1ccc([C@H]2CC(=O)C=C(c3cc4ccccc4s3)C2)cc1OC	3	-4.6	8	-8	-5	-4	-4
C[C@H](CO)N1C[C@H](C)[C@@H](CN(C)CC2CC2)Oc2ccc(NC(=O)Nc3cccc4ccccc34)cc2CC1=O	-5	-1.0	-10	15	-1	·	-9[16.7 µM]
COc1ccc(OC2OC3COC(c4ccco4)OC3C(O)C2NC(C)=O)cc1 (configuration not stated)	-9	1.3	22	4	-1	-10	·
O=C(Cc1ccc([N+](=O)[O-])cc1)N1N=C(C2CC2)CC1(O)C(F)(F)F (configuration not stated)	8	-0.7	-24	-22	0	2	·
C[C@@H]1CN=C2N(CCNC(=O)CCC3CCCCC3)[C@H](Cc3ccc(O)cc3)CN21	2	2.1	-13	-13	1	8	1
CC(C)C(=O)Nc1ccccc1-c1nc2ccccc2[nH]c1=O	10	3.1	6	-5	-3	3	-1

Going on with the list.
SMILES	EWS-Fli block	F508del corr	INS-1E GSIS act	FN deposition inh	DENV2 CPE rescue	PAX8 reporter	miR122 inh
Cc1cccc(C)c1-n1nnnc1C(c1ccnc2ccccc12)N1CCCN(C(=O)OC(C)(C)C)CC1 (configuration not stated)	2	-0.5	-5	-3	1	-14	·
CSc1cccc(NC(=O)CSc2nc3ccccc3o2)c1	-91	-0.6	-3	·	10	·	-1
Cc1ccc2[nH]c(=O)c(CN3CCCCC3)c(-c3ccccc3)c2c1	5	1.3	-9	-6	1	17	·
Cn1nc(C2CC2)cc1NC(=O)C1(C)CCN1C(=O)Cc1ccc(-c2ccccc2)cc1 (configuration not stated)	10	1.1	-49	4	-3	15	2
CCOc1ccc2[nH]c(C)c(CN3CCCCCC3)c(=O)c2c1	-9	-0.1	-12	-3	6	-6	-7
CC(C)(C)OC(=O)C[C@H]1C/C=C\C[C@@H](CC(=O)NCCO)C(=O)N2CCC[C@H]2COC1=O	-9	-5.1	11	-4	-4	7	-7
CCOC(=O)C1CCCN(C(=O)c2cc(S(=O)(=O)N(C)C)ccc2N2CCCC2)C1 (configuration not stated)	-5	2.6	-2	-10	-1	-5	11
Cc1cc(NC(=O)CSc2nnc(Nc3ccccc3C)s2)no1	-8	2.8	9	2	-4	18	·
CO[C@@H](CN(C)C(=O)c1ccc2c(c1)OCO2)[C@@H](C)CN([C@H](C)CO)S(=O)(=O)c1ccc(Cl)cc1	2	-0.2	2	-1	17	·	·
CN(C1CCCCC1)S(=O)(=O)c1ccc2c(c1)c(=O)c(C(=O)NCCN1CCCC1)cn2C	8	2.3	6	3	0	9	·
COc1ccc(S(=O)(=O)Nc2cccc3c2O[C@H](CN(C)C(=O)Nc2c(C)noc2C)[C@@H](C)CN([C@H](C)CO)C3=O)cc1	2&4	0.8&-1.9	3&0	10	4	0	-3[16.7 µM]
C[C@@H]1CCCCO[C@@H](CN(C)C(=O)Nc2ccc(F)cc2)[C@@H](C)CN([C@@H](C)CO)C(=O)c2cc(NC(=O)CCC(F)(F)F)ccc2O1	10	0.8	-25	-11	-1	17	10[16.7 µM]
Cc1nnc(SCc2nnc(-c3cccs3)o2)n1C1CCCCC1	-9	0.6	10	-4	-3	23	·
CCOC(=O)Cc1nnc2c(Nc3ccc(Cl)cc3)nc3nonc3n12	·	·	·	18	·	24	-3
COc1cc(C)c(Cl)cc1S(=O)(=O)n1cnc2ccccc21	18	-3.3	·	·	2	·	·
CCC(Oc1ccccc1)C(=O)NC1CCCCCC1 (configuration not stated)	4	0.2	7	·	2	3	2
Cc1cccc(C)c1NC(=O)COC(=O)Cc1ccsc1	-8	1.1	0	4	14	-3	·
Cc1ccc(NC(=O)Nc2ccc3c(c2)C(=O)N(C)[C@H]2CC[C@H](CC(=O)NCC(F)(F)F)O[C@H]2CO3)cc1	-3	·	-10	-10	-2	4	·
COc1ccc(NS(=O)(=O)c2ccc(N3CCCC3=O)cc2)cn1	23	7.8	-3	6	0	20	·
CCOC(=O)C1(Cc2ccc(OC)cc2)CCN(C(=O)c2cncs2)CC1	-6	-0.7	-1	·	-6	-18	·
O=C(CNC(=S)N(Cc1ccccc1F)C1CCCCC1)NCC1CCCO1 (configuration not stated)	-5	2.7	4	6	-4	65*	·
Cc1cc(NCc2ccccn2)n2nc(C)c(-c3ccccc3)c2n1	10	12*	-11	0	-13	19	·
CC(C)[C@@H](C)/C=C/[C@@H](C)[C@H]1CC[C@@H]2[C@]1(C)CCC1[C@]23C=C[C@]2(C[C@@H](O)CC[C@]12C)N(c1ccc(Br)cn1)O3 (some centres not stated)	22	4.6	·	4	-9	-5	·
COC(=O)C(Cc1cnc(Cl)s1)(C(=O)OC)c1ccc([N+](=O)[O-])cc1	·	·	·	3	·	-8	-1
O=[N+]([O-])c1ccc(P(=O)(Cc2ccccc2)c2ccccc2O)cc1 (configuration not stated)	2	1.4	9	-12	-1	5	-16
NS(=O)(=O)c1ccc(Nc2ccc([N+](=O)[O-])c3nonc23)cc1	-17	1.8	-73	5	3	-18	-10
CCOC(=O)N1CCN(S(=O)(=O)c2ccc(C)c(C)c2)CC1	·	·	12	6	·	·	4
Cc1noc(C(=O)Nc2cccc(Cl)c2)c1Cl	-41	1.9	9	·	-5	-63	-2
CN(C)/C(Cn1cncn1)=C1/N=C(c2ccccc2)OC1=O	0	5.9	0	13	-5	-4	·
CC(C)NC(=O)N(C)C[C@H]1Oc2cc(C#Cc3cccc(F)c3)ccc2S(=O)(=O)N([C@@H](C)CO)C[C@H]1C	21	-0.4	-23	-2	9	·	-7[16.7 µM]
COc1ccc2c3c([nH]c2c1)[C@@H](CO)N(C(=O)c1ccncc1)CC31CN(C(=O)Nc2cccc(F)c2)C1	-3	-2.0	-2	·	-3	·	·
COc1cc(C(=O)NCc2nnc(SCC(=O)Nc3cc(C)on3)o2)cc(OC)c1OC	8	0.0	-2	·	-3	-3	-8
CCN1C[C@@H]2[C@@H]3C(=O)N(C)C(=O)[C@@H]3[C@](CC)(C1=O)N2C(=O)c1ccc(C)cc1	-8	-3.3	-5	14	-1	3	-4
COCCCNC(=O)c1ccc(-c2nc3ccccc3nc2-c2ccccc2)cc1	2	·	-4	-3	20	22	2
C#Cc1ccc([C@H]2C=C(C(=O)Nc3ccccc3)O[C@@H](OCCCCO)C2)cc1	-36	2.0	·	·	-5	-20	·
Cc1nnc(SCc2ccccc2)nc1-c1ccccc1	-143	-0.9	-4	-4	·	-203	-4
Cc1cccc(C(=O)N[C@H](C(=O)NCc2cccs2)C(C)C)c1	1	0.8	-2	3	-3	-9	·
O=C1CN(C(=O)CN2C(=O)NC3(CCCCC3)C2=O)c2ccccc2N1	8	1.7	9	-2	14	-8	·
COc1ccc(OC)c(C2=NO[C@@](CC(=O)O)(C(=O)Nc3ccc4c(c3)OCCO4)C2)c1	-3	5.1	10	3	1	14	0
CCOC(=O)C1=C(C)N(C[C@@H]2CC[C@@H](Cc3ccc(-c4ccccc4)cc3)O2)C(=O)NC1c1cccc([N+](=O)[O-])c1 (some centres not stated)	1	-1.2	-15	·	-5	35	·
COc1cccc(NC(=O)C2CCCN2C(=O)Nc2ccccc2)c1 (configuration not stated)	·	-2.5	4	-6	0	-1	-6
C=C(C)Cn1c(C2CC(=O)N(c3ccccc3F)C2)nc2ccccc21 (configuration not stated)	5	3.2	6	2	-4	6	·
O=C(Nc1ccccc1)[C@H]1[C@H](CO)[C@H]2Cn3c(ccc(C4=CCCCC4)c3=O)[C@H]2N1Cc1cocn1	-4	·	4	0	12	2	·
COc1ccccc1OCCNC(=O)C(CCSC)NS(=O)(=O)c1ccccc1F (configuration not stated)	5	-2.3	11	-5	1	0	-2
O=C1CN(C(=O)COC(=O)/C=C/c2ccc(OC(F)F)cc2)c2ccccc2N1	-24	·	-2	5	-2	-20	-2
CCCCNC(=O)CSc1nc2ccc(NC(=O)CSc3nnc(N)s3)cc2s1	-5	·	-15	-3	0	-4	-6
CCN(CC(=O)Nc1ccccc1OC)C(=O)c1ccc2[nH]c3c(c2c1)CC(C)CC3 (configuration not stated)	5	-1.2	-29	2	14	3	1
O=C(Nc1ccc(Cl)cc1)c1cc(S(=O)(=O)N2CCCCC2)ccc1N1CCOCC1	12	1.2	6	·	-2	-6	-4
COc1c(C)cc(C(=O)C2CCCN(C(=O)c3csc(C)n3)C2)cc1C (configuration not stated)	-1	1.4	-9	-4	3	3	3
COc1ccc(Cc2c(C(C)(C)C)nc3ccc(Cl)cn23)c(C)c1	-2	2.2	-7	0	-14	-2	-2
C[C@H]1CN([C@@H](C)CO)C(=O)Cc2cc(NS(=O)(=O)c3ccccc3)ccc2O[C@@H]1CN(C)C(=O)NC1CCCCC1	-9	0.3	4	·	0	-1	-6[16.7 µM]
COc1ccc(NC(=O)c2c([N+](=O)[O-])c(C(C)(C)C)nn2C)cc1	-18	-2.7	7	1	2	-7	·
Cc1ccc(C(=O)NC2CC3CCC(C2)N3Cc2ccco2)cc1 (configuration not stated)	·	·	·	0	·	12	10
O=C(CCc1ccccc1)NC(=S)Nc1ccccc1[N+](=O)[O-]	·	-1.1	-55	0	-2	-22	·
O=C(Nc1ccccc1F)N1CCCCN2[C@H](CO)[C@H](c3ccc(C#Cc4cccnc4)cc3)[C@H]2C1	10	3.8	-13	·	12	-16	-1[16.7 µM]
Cc1ccc(CNCC(O)(c2ccc(F)cc2)c2ccc(F)cc2)cc1	·	·	·	-4	·	9	7

Screening data: PubChem, Broad Institute
